ROC1-CUL1 inh – inhibitors of human ROC1-CUL1 ubiquitin ligase activity. hit rate 0.6% among 140,000. P62877+Q13616. inhibition, % at 10 µM. in vitro K48 di-Ub FRET, acceptor:donor ratio, 45 min; in the data active = inhibition above about 25%
Target sequence (P62877 whole entry, looked up): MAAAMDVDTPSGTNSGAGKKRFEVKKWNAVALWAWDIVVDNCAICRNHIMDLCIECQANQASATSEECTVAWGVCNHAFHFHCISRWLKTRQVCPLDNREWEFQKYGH
Target sequence (Q13616 whole entry, looked up): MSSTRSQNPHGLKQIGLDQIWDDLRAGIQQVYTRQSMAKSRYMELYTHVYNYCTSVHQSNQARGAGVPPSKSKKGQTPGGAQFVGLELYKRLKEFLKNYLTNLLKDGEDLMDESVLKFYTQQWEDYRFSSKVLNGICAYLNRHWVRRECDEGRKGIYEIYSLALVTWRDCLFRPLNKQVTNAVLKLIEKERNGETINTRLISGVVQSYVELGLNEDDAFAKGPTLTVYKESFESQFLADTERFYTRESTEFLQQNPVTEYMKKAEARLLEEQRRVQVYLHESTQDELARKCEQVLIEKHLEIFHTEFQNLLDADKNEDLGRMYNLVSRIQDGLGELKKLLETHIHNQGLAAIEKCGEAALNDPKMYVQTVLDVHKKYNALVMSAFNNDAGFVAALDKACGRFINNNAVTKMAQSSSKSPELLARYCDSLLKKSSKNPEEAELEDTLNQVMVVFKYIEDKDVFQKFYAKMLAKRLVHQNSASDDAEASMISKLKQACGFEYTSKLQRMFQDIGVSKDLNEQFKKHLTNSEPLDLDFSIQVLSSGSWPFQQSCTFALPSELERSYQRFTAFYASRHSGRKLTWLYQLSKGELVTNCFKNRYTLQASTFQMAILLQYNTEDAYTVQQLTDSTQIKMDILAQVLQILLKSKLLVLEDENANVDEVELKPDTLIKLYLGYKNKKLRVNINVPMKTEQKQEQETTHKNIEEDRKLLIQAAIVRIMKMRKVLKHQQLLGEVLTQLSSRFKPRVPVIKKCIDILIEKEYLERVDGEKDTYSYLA
An asterisk follows results filed as active. An excerpt; count on the stated rates, not on these rows.

SMILES | ROC1-CUL1 inh
CCCN(Cc1c(C(=O)N2CCCC2)nc2sccn12)CC1CCCO1 (configuration not stated) | -5
Cc1[nH]nc2c1C(c1ccc(OCc3cccc(F)c3)cc1)C(C#N)C(=N)O2 (configuration not stated) | 6
CCN1C(=O)c2ccccc2Sc2ccc(NC(=O)c3cccc(C)c3)cc21 | -2
CCC1CCc2nc3sc(C(=O)NCc4ccccc4OC)c(N)c3cc2C1 (configuration not stated) | -8
Cc1ccc(S(=O)(=O)N2CCN(CC(=O)N/N=C\c3c[nH]c4ccccc34)CC2)cc1 | 11
Cc1scc(C(=O)N2CCN(C)CC2)c1-c1ccccc1 | -2
Cc1cc(C)nc(-n2[nH]c(-c3ccc4ccccc4c3)cc2=O)n1 | -13
CC(=O)Nc1ccc(-c2cn(C)cn2)cc1 | 1
CN(CC1CCN(CCc2ccccc2F)CC1)C(=O)Cc1ccncc1 | 4
CCSc1nc(N)c2c3c(sc2n1)CCCC3 | 4
O=C(NCC(c1ccc2c(c1)OCO2)N1CCOCC1)c1ccccc1F (configuration not stated) | 1
COc1ccccc1NC(=O)C1C(C)=Nc2nc(SCc3ccccc3)nn2C1c1ccccn1 (configuration not stated) | -1
CC(=O)Nc1cc(C(=O)NCC2CCCN(C(C)C)C2)cc2ncn(CCc3ccccn3)c12 (configuration not stated) | -3
Cc1ccc(C(=O)NCCc2ccc(S(N)(=O)=O)cc2)cc1C | 11
O=C(Nc1cccc(Cl)c1)N1CCN(c2ccccc2)CC1 | -10

Quoted from the listing:
ROC1-CUL1 inh, Cc1ccc(S(=O)(=O)N2CCN(CC(=O)N/N=C\c3c[nH]c4ccccc34)CC2)cc1 is entered as 11
ROC1-CUL1 inh, CCN1C(=O)c2ccccc2Sc2ccc(NC(=O)c3cccc(C)c3)cc21 is entered as -2
ROC1-CUL1 inh, CC(=O)Nc1ccc(-c2cn(C)cn2)cc1 is entered as 1
ROC1-CUL1 inh, Cc1[nH]nc2c1C(c1ccc(OCc3cccc(F)c3)cc1)C(C#N)C(=N)O2 (configuration not stated) is entered as 6
ROC1-CUL1 inh, CCCN(Cc1c(C(=O)N2CCCC2)nc2sccn12)CC1CCCO1 (configuration not stated) is entered as -5
ROC1-CUL1 inh, O=C(Nc1cccc(Cl)c1)N1CCN(c2ccccc2)CC1 is entered as -10

Compounds from the list above that have an aryl methoxy group:
SMILES | ROC1-CUL1 inh
CCC1CCc2nc3sc(C(=O)NCc4ccccc4OC)c(N)c3cc2C1 (configuration not stated) | -8
COc1ccccc1NC(=O)C1C(C)=Nc2nc(SCc3ccccc3)nn2C1c1ccccn1 (configuration not stated) | -1

Remaining list, next part
SMILES | ROC1-CUL1 inh
O=C(COc1ccc(Cl)cc1Cl)Nc1cccc(O)c1 | -7
CC(C)(C)c1[nH]nc2c1C(c1ccccc1)C(C#N)C(=N)O2 (configuration not stated) | 0
Cc1ccc(C2c3c(n[nH]c3-c3ccc4ccccc4c3)OC(=N)C2C#N)o1 (configuration not stated) | -2
CCOc1ccccc1CNS(=O)(=O)c1ccc2c(c1)CCCN2C(C)=O | -7
Clc1cccc(-c2cnnc(NCCN3CCCCC3)n2)c1 | 9
CCOc1ccc(NC(=O)CSc2cn(CC(=O)N3CCOCC3)c3ccccc23)cc1 | -6
COc1ccccc1N1CCN(C(=O)C(C)Oc2cccc(C)c2)CC1 (configuration not stated) | 7
N#Cc1ccc(N=c2oc3ccc(Cl)cc3cc2C(N)=O)cc1 | 8
Cc1ccc(C(=O)c2oc3ccccc3c2NC(=O)c2cc(=O)c3cc(C)ccc3o2)cc1 | 8
COc1cc(C(C2C(=O)CC(C)(C)CC2=O)C2C(=O)CC(C)(C)CC2=O)ccc1OC(C)=O | 4
CN1C2CCC1/C(=C/c1ccc[nH]1)C(=O)/C2=C\c1ccc[nH]1 | 24
COc1ccc(S(=O)(=O)Oc2ccc(C(=S)N3CCOCC3)cc2)cc1 | -7
Cc1ccc2c(c1)N(CCCC(=O)NCc1cccc(F)c1)C(=O)CO2 | 9
CCC(=O)N(C)C(Cc1ccc(F)cc1F)C1CCN(C(=O)c2cccc(Cl)c2)CC1 (configuration not stated) | 1
COC(=O)c1ccccc1NC(=O)Cn1c(CCC(=O)O)ccc1-c1cccs1 | 5
CCOc1ccc(-n2c(-c3nn(C)c(C)c3Br)n[nH]c2=S)cc1 | -7
CCN(CC)S(=O)(=O)c1cnccc1N1CCN(c2cccc(Cl)c2)CC1 | -5
Cn1c(=O)oc2cc(S(=O)(=O)NCCC(=O)NCc3ccc(F)cc3)ccc21 | -10
CCOC(=O)c1cc(-c2ccccc2)sc1NC(=S)Nc1cccc(C)n1 | 9
CN1CCC(N2CCCC(C(=O)NCC3(N(C)C)CCCCC3)C2)CC1 (configuration not stated) | 7
O=C(N/N=C/c1cc2c(cc1[N+](=O)[O-])OCO2)c1ccc(Br)cc1 | -10
COc1ccccc1CCN1CCCC(CN(C)C(=O)c2cc(C)nc(C)n2)C1 (configuration not stated) | 6
Cc1cccc(NC(=O)CN(Cc2ccccc2)S(=O)(=O)c2ccc(F)cc2)c1 | -8
Cc1ccc(S(=O)(=O)c2cn(CC(=O)Nc3ccc4c(c3)OCO4)c3ccc(C)cc3c2=O)cc1 | -2
O=C(CNC(=O)c1ccco1)OCC(=O)c1cccc2ccccc12 | -3
O=C(CCc1ccco1)N1CCCC(CNS(=O)(=O)c2cccs2)C1 (configuration not stated) | 2
Cc1cc2c(c(=O)n1Cc1ccccc1)C(c1ccc3c(c1)OCO3)C(C#N)C(=N)O2 (configuration not stated) | -4
O=C(NC(NCC1CCCO1)(C(F)(F)F)C(F)(F)F)c1ccc(Cl)cc1Cl (configuration not stated) | 3
CCc1c(C)sc(NC(=O)c2cc3nc(-c4ccc(OC)cc4)cc(C(F)(F)F)n3n2)c1C(=O)OC | 3
O=C1O[C@@H]2CN(Cc3cc4ccccc4o3)C[C@@H]2N1Cc1ccccn1 | 3
CCc1nn(-c2cc(Oc3ccccc3C)ncn2)c(N)c1C#N | 9
O=C(CC1(c2cccc(F)c2)CC(=O)N(Cc2cccnc2)C1=O)N1CCN(C2CCCCC2)CC1 (configuration not stated) | 7
COCCOC(=O)C1C(C)=NC(C)=C(C(=O)OC(C)C)C1c1cccc(NS(C)(=O)=O)c1 (configuration not stated) | 6
CCC(=O)N1CCC(n2nccc2NC(=O)Nc2ccccc2C)CC1 | -1
Cc1cc(C(=O)N2CCOc3ccc(CN4CCC(OCc5ccccc5)CC4)cc3C2)c(C)o1 | 10
COc1ccc(OC)c(NC(=O)CS(=O)(=O)Cc2ccccc2)c1 | 3
COc1ccc(OC)c(C2CC(=O)N=C3C2C(=O)Nc2ncnn23)c1 (configuration not stated) | 4
Cc1cccc(Cn2cccc2CNS(=O)(=O)c2ccc(Br)cc2)c1 | 4
CCOc1cccc(CNc2ccc(O)cc2)c1OCc1ccccc1Cl | -3
COc1ccc(-c2cc3ccc(O)c(CN4CCN(CCO)CC4)c3oc2=O)cc1OC | 14
CCn1ccc2cc(S(=O)(=O)N3CCCN(C(=O)Nc4cccc(Cl)c4)CC3)ccc21 | -1
Cc1cccc(NC(=O)c2cccc(NC(=O)c3cccc(C)c3)c2)c1 | -2
Cc1cccc(N2CCC(C3CCN(Cc4cccnc4)CC3)C2)n1 (configuration not stated) | -4
COc1ccc(/C=C(\C#N)c2nc(-c3cc4ccccc4oc3=O)cs2)cc1OC | 7
N#CC1(Nc2ccccc2)C(=O)Nc2ccccc21 (configuration not stated) | 4
O=C(NCCN1CCCCC1)c1ccc(Cn2c(SCc3ccc(F)cc3)nc3cccnc32)cc1 | -7
CCCN1CCC(NC(=O)c2sc3cc(F)ccc3c2Cl)CC1 | 7
C=C(C)C1CC=C(C)/C(=N/NC(=O)COc2ccc(C)cc2)C1 (configuration not stated) | 9
O=C(ON=C1c2ccccc2-c2ccccc21)c1ccc(Br)cc1 | -1
CSc1nc2cccnc2s1 | -1
CC(C)(C)C1CCc2c(sc(NC(=O)c3cc4ccccc4c(=O)o3)c2C(N)=O)C1 (configuration not stated) | 6
COc1ccc(-c2csc3ncn(CC(=O)Nc4sc5c(c4C#N)CCC5)c(=O)c23)cc1OC | 9
CC(=O)Oc1cn(C)c2ccccc12 | 0
CCCCOC(=O)c1ccc(NC(=O)Cc2coc3c(C)c(C)ccc23)cc1 | 6
Cc1ccc(NC(=O)CSc2nc3nccnc3c(=O)n2CCc2c[nH]c3ccccc23)cc1C | 5
CCCOc1cccc(C2C(C(=O)c3ccc(C)o3)C(=O)C(=O)N2c2nc(C)c(C(C)=O)s2)c1 (configuration not stated) | 6
COc1ccccc1OCC(=O)NC1CCCN(C2CCCCCC2)C1 (configuration not stated) | 7
CC(=O)c1cccc(CN2CCC(CO)(Cc3ccccc3Cl)CC2)c1 | 3
COc1ccccc1N1CC(c2ncc(-c3ccccc3)[nH]2)CC1=O (configuration not stated) | 3
O=C1CCC(c2ccccc2)C(c2ccccc2)=N1 (configuration not stated) | 2

(listing goes on)
SMILES | ROC1-CUL1 inh
COC(=O)c1cc(NC(=O)c2cccc(Br)c2)cc(C(=O)OC)c1 | -6
COc1cccc(-c2nc(CS(=O)(=O)CC(=O)NCCc3ccc(OC)cc3OC)c(C)o2)c1 | -7
CCc1ccc(-c2nc(CSCC(=O)NCc3ccc(C)cc3)c(C)o2)cc1 | 3
CC1CCN(C(=O)c2ccc(N3CCOCC3)cc2)CC1 | 2
CC(N)c1cc2c(cc1Cl)OCCCO2 (configuration not stated) | 6
CCn1c(-c2ccccc2Br)n[nH]c1=S | 6
O=C(O)c1ccc(-c2nc(-c3ccccc3)c(-c3ccc(C(=O)c4ccccc4)cc3)[nH]2)cc1 | -2
Cc1c(C2(c3cc(C(C)C)c(O)c(Br)c3C)OS(=O)(=O)c3ccccc32)cc(C(C)C)c(O)c1Br | 1
CC(C)C(=O)Nc1nnc(S(=O)(=O)N(C)Cc2ccc(F)cc2)s1 | 9
CCN(CC)S(=O)(=O)c1cc(C(=O)OCC(=O)c2ccccc2)c(Cl)cc1Cl | -11
Cc1ccc(C)c2c1C(=O)c1c(C)ccc(C)c1-2 | 1
CCOC(=O)C1=c2s/c(=C\c3ccc(C)cc3)c(=O)n2C(=N)C(S(=O)(=O)c2ccccc2)C1c1ccc(C)cc1 (configuration not stated) | 14
Cc1c(CN2CC[C@@H](N3CCC(O)CC3)[C@H](O)C2)[nH]c2c(C)cccc12 | 5
CCc1ccc(S(=O)(=O)c2cn(C)c3cc(N4CCCCC4C)c(F)cc3c2=O)cc1 (configuration not stated) | -10
CCOc1cc(Br)c(C2C3=C(CCCC3=O)N(c3cccc(C(F)(F)F)c3)C3=C2C(=O)CCC3)cc1OCC | -12
Cc1oc(-c2ccc(NC(=O)Cc3ccccc3)cc2)nc1CNC(=O)c1cccc(-c2ccco2)c1 | 7
Cc1ccc(C)c(CN2C(=O)c3ccccc3S(=O)c3ccc(C(=O)NCc4ccco4)cc32)c1 (configuration not stated) | 8
Cc1ccc(-c2csc(N3N=C(c4ccccc4)CC3=O)n2)cc1 | 1
COc1ccc(-c2nn(-c3ccccc3F)cc2CN2CCCC(C(N)=O)C2)cc1 (configuration not stated) | 10
Cc1ccc(CCNC(=O)c2ccc(CNS(=O)(=O)c3ccccc3)cc2)cc1 | 0
CC(C)(C)c1cc(C(=O)N2CCN(c3ncccn3)CC2)ccn1 | -12
CCCOc1cccc(C(=O)N2CCN(c3ccc(F)cc3)CC2)c1 | 12
Cc1c(C)c(C)c(S(=O)(=O)N2CCN(c3cccc(Cl)c3)CC2)c(C)c1C | -10
COC1CCCN(C(=O)CC2(c3cccc(C(F)(F)F)c3)CC(=O)N(C3CC3)C2=O)C1 (configuration not stated) | 3
COc1cc2nc(-c3cc4c(c(OC)c3)OCCN(C(=O)CC3CCCC3)C4)cc(C)c2cc1OC | -1
O=C(N/N=C/c1cc(Cl)cc(/C=N/NC(=O)c2cccc(Br)c2)c1O)c1cccc(Br)c1 | -11
Cc1ccc(/C=N/N=C2\C(=O)Nc3ccccc32)cc1 | -6
COCCNC(=O)CCCn1c(SCC(=O)Nc2cccc(C)c2)nc2c(sc3ccccc32)c1=O | -6
CC(C)CNC(=O)c1ccc(CN2CCCCC2)cc1 | -3
CSc1ccc(C2c3c(oc4ccccc4c3=O)C(=O)N2CCCN2CCOCC2)cc1 (configuration not stated) | 3

Sorted by the number under ROC1-CUL1 inh (largest number first): 7 from the list above
structure,ROC1-CUL1 inh
CCCOc1cccc(C(=O)N2CCN(c3ccc(F)cc3)CC2)c1,12
Cc1oc(-c2ccc(NC(=O)Cc3ccccc3)cc2)nc1CNC(=O)c1cccc(-c2ccco2)c1,7
CSc1ccc(C2c3c(oc4ccccc4c3=O)C(=O)N2CCCN2CCOCC2)cc1 (configuration not stated),3
Cc1ccc(-c2csc(N3N=C(c4ccccc4)CC3=O)n2)cc1,1
CC(C)CNC(=O)c1ccc(CN2CCCCC2)cc1,-3
Cc1c(C)c(C)c(S(=O)(=O)N2CCN(c3cccc(Cl)c3)CC2)c(C)c1C,-10
O=C(N/N=C/c1cc(Cl)cc(/C=N/NC(=O)c2cccc(Br)c2)c1O)c1cccc(Br)c1,-11

Next section
SMILES | ROC1-CUL1 inh
Cc1ccc(Cl)cc1N(CC(=O)NC(C)(C)C)S(C)(=O)=O | -9
CCC(CC)C(=O)Nc1ccc2nc(SCC(=O)N3CCc4ccccc43)sc2c1 | -2
Cc1cc(Cl)ccc1OCC(=O)NC1CCCN(C2CCN(C)CC2)C1 (configuration not stated) | -2
Cc1ccc(NC(=O)CN2C(=O)N=C(Cc3cccnc3)C2=O)cc1 | 6
CCO[C@H]1[C@H](NC(=O)c2cccnc2)c2ccccc2C12CCN(C(=O)c1ocnc1C)CC2 | -1
COc1ccccc1OC(C)C(=O)NC1CC1 (configuration not stated) | 2
COc1ccc(-c2cc(=O)oc3c4c(ccc23)OCN(Cc2ccccc2)C4)cc1 | 0
CCOC(=O)c1cccc(NS(=O)(=O)c2ccc3[nH]c4c(c3c2)CCCC4)c1 | -3
CC1CCCCN1Cc1c(O)ccc2c(=O)c(-c3ccccc3)c(C(F)(F)F)oc12 (configuration not stated) | 9
CCCCc1ccc(NC(=O)c2nnn(-c3ccccc3)c2C)cc1 | -3
CCCCSCCCNC(=O)c1cn(CC)c2ccc(S(=O)(=O)N3CCCCCC3)cc2c1=O | -7

Screening results from PubChem.
